Assay outcomes deposited in PubChem by National Center for Advancing Translational Sciences (NCATS).
BRCA1 expr act – BRCA1 expression activation; MCF7-BRCA1-FFLuc reporter, luminescence, 48 h; response scale: scaled: vehicle 0%, 10 µM genistein 100%; 380,000 tested, 1.1% active; Potency, µM (top dose mostly 46.1 µM), inactives show at the highest dose activation, hits mostly activators; note: nearly all actives have a fitted effect of over 80% in size; some results filed as inactive show a strong effect at the top dose
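Luminescence from a BRCA1-driven firefly luciferase in MCF7 cells was the read-out, taken 15 min after substrate addition following 48 h compound exposure at 37 °C. Data were normalized to a 10 microM genistein control and DMSO vehicle.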
RORg inh – blocks mouse ROR gamma transcriptional activity; P51450; AID 2551; Drosophila S2 Gal4-RORgamma UAS-luciferase reporter, 20 h; Potency, µM (series often up to 53.6 µM), without a hit: at the top dose activity change, negative = inhibition, actives largely listed as inhibitors; 310,000 tested, 5.4% active; note: % is set by controls: 0 for no effect and ±100 for the full control effect; nearly all actives have a fitted effect of over 60% in size
Target sequence (P51450 whole entry, looked up, the tested form may be a part): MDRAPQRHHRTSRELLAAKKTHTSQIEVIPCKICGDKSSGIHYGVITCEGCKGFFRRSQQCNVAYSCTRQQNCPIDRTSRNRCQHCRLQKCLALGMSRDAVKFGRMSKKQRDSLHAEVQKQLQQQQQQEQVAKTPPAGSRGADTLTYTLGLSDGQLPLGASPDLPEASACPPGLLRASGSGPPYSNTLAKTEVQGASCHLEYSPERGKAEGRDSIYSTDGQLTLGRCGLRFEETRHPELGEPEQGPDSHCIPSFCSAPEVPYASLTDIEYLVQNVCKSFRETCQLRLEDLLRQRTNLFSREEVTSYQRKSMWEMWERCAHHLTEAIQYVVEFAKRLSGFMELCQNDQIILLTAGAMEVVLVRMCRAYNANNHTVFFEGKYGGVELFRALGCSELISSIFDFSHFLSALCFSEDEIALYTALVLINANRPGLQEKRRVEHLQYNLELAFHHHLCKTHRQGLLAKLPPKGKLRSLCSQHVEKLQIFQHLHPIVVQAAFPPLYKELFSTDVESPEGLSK
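In this cell-based reporter format, copper sulfate (700 uM final) drives Gal4–ROR gamma fusion expression from a metallothionein promoter in Drosophila Schneider cells; compounds preincubated 1 hr, reporter read after 20 hr at ambient temperature.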
MBNL1 CUG block – MBNL1-poly(CUG) RNA binding inhibition; TR-FRET MBNL1-His/biotin-(CUG)12 binding, 665/545 ratio; Potency, µM (highest dose often 57.5 µM), without a hit: at the highest dose activity change, negative = inhibition, usual class: inhibitors; Q9NR56; 280,000 tested, 0.036% active; AID 2675; active = well fitted inhibition curve with a large enough effect in the signal ratio, with a control signal flat, not every such curve was filed as active; inconclusive = small, poorly fitted or top-dose-only effect, or effect the other way, or a change in a side signal; inactive = no such curve, though single readings can be large or run the other way; the % refers to the signal ratio; note: % is set by controls: 0 for no effect and ±100 for the full control effect
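Compound titration spanned 92 nM–58 uM against the MBNL1-His/biotin-(CUG)12 complex. After 60 min at room temperature with 5 nM streptavidin-XL665 and 0.055 ng/ul terbium anti-His, ratiometric 665/545 nm emission (Ex 340 nm) normalized to controls.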
Rab9 promoter act – Rab9 promoter activation; 320,000 tested, 2.8% active; Potency, µM (highest dose often 9.22 µM), for inactives: at the highest dose activation, negative = inhibition, actives largely listed as activators; Huh7 Rab9 promoter-luciferase reporter, luminescence, 24 h; note: % of control where 0% means no effect; nearly all actives have a fitted effect of over 60% in size
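Promoter activation is measured as luciferase luminescence in Huh7 cells stably transfected with a Rab9 promoter–luciferase construct, following 24 h compound exposure at 37 °C and 10 min reagent incubation at ambient temperature.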
uPA generation – inhibitors of cell surface uPA generation; Potency, µM (top dose mostly 38.3 µM), inactives show at the top dose activity change, negative = inhibition, most hits filed as inhibitors; AID 540303; 330,000 tested, 0.31% active; cell surface uPA generation assay, qHTS; active = well fitted inhibition curve with a large enough effect; inconclusive = small, poorly fitted or top-dose-only effect; inactive = no such curve, though single readings can be large or run the other way; tested in mouse RAW 264.7 cells; note: % is set by controls: 0 for no effect and ±100 for the full control effect; nearly all actives have a fitted effect of over 55% in size
p53 reactivator – mutant p53 re-activation in reporter cells. AID 504706. 320,000 tested, 0.063% active. H1299 p53-A138V BP100-luciferase reporter, luminescence, 24 h. Potency, µM (highest dose often 92.2 µM), inactives show at the highest dose activity change, positive = activation, actives largely listed as activators; note: % of control where 0% means no effect; nearly all actives have a fitted effect of over 45% in size
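p53-null H1299 cells stably carrying temperature-sensitive p53-A138V and a BP100-luciferase reporter were pinned with compounds (4-point, 1:5 series) and held 24 hrs at 37 deg C. Luminescence was read 10 min after detection reagent.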
Gal4-VP16 FLuc – counter-screen for ROR gamma inhibitors: Gal4-VP16 reporter; Drosophila S2 Gal4-VP16 UAS-luciferase, luminescence, 20 h; Potency, µM (highest dose often 53.6 µM), without a hit: at the top dose activity, negative = inhibition, usual class: inhibitors; 310,000 tested, 3.5% active;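 note: Gal4-VP16 expression switched on by copper sulfate through the metallothionein promoter; % is set by controls: 0 for no effect and ±100 for the full control effect; nearly all actives have a fitted effect of over 50% in size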
ELG1 genotoxic – genotoxicity induction in ELG1-luciferase HEK293T cells | 330,000 tested, 1.3% active | HEK293T ELG1-luciferase reporter, luminescence, 16 h | Potency, µM (series often up to 46 µM), for the others: at the top dose activity change, positive = activation, actives largely listed as activators; note: % of control where 0% means no effect; nearly all actives have a fitted effect of over 60% in size
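HEK293T cells expressing luciferase-tagged ELG1 were treated with compound or DMSO for 16 hr at 37°C. Luciferase activity was then read after 30 min with ONE-Glo at room temperature; rising signal flags genetic stress.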
FLuc modulator – firefly luciferase modulation, counter-screen for miR-21 project; P08659; purified FLuc, Km substrates, luminescence inhibition; Potency, µM (highest dose often 57.5 µM), for inactives: at the highest dose activity change, negative = inhibition, hits mostly inhibitors; 360,000 tested, 6.9% active;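 note: plate controls were vehicle for no effect and reference inhibitor for full effect; nearly all actives have a fitted effect of over 55% in size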
Target sequence (P08659 whole entry, looked up): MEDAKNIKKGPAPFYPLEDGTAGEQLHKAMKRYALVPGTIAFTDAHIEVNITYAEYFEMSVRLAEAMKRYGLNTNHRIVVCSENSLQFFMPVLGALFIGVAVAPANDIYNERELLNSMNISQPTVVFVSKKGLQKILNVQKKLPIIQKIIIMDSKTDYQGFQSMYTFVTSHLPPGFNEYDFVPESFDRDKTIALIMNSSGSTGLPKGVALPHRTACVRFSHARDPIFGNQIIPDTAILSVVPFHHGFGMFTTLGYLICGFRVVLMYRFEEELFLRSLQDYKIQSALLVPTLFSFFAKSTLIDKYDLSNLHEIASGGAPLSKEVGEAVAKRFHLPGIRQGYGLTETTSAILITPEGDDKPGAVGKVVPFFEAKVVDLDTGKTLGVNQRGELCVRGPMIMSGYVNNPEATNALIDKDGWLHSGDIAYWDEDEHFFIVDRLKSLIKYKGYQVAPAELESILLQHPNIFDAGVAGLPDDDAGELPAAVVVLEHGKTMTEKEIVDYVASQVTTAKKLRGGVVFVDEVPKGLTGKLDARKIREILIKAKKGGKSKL
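Purified P. pyralis luciferase (10nM final) with 10uM D-luciferin and 10uM ATP (Km levels) in 50mM Tris acetate pH 7.5, 10mM Mg acetate, 0.01% Tween-20, 0.05% BSA; qHTS 6-point titration, ~60 µM downward; luminescence read.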
NPC1 prom act – activators of NPC1 promoter. Huh7 NPC1 promoter luciferase reporter, 24 h. Potency, µM (series often up to 9.22 µM), for the others: at the top dose activation, hits mostly activators. 320,000 tested, 2.4% active. AID 485313;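 note: % of control where 0% means no effect; nearly all actives have a fitted effect of over 60% in size; reporter is driven by a mutant NPC1 promoter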
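NPC1 promoter–luciferase Huh7 cells; 24 h compound; luminescence.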
Starred values were filed as active, the others as inactive; ? = inconclusive; · = no result given; & = joins results of further samples; [ ] = another dose, or the depositor's remark. Unless noted, calls come from the whole dose curve; as a rule, active = well fitted curve in the direction sought with a large enough effect; inconclusive = small, poorly fitted or top-dose-only effect, or another doubt; inactive = no such curve, though single readings can be large; an effect the other way counts as inactive or inconclusive. Potency is the fitted concentration of half-maximal effect.

SMILES	BRCA1 expr act	RORg inh	MBNL1 CUG block	Rab9 promoter act	uPA generation	p53 reactivator	Gal4-VP16 FLuc	ELG1 genotoxic	FLuc modulator	NPC1 prom act
CCOc1ccc(NC(=O)CN2C(=O)C3CC=CCC3C2=O)cc1 (stereo not given)	15%	-3%	-7%	2%	4%	?	-17%	12%	-1%[2.3 µM]	6%
CC(C)C(NC(=O)c1ccc(C(C)(C)C)cc1)C(=O)NCc1ccccn1 (stereo not given)	-18%	·	·	2%	-4%	-2%	·	-5%	-11%	-5%
CCC(C)Sc1ccc(-c2nc3cc(C)ccn3c2NC2CCCCC2)cc1 (stereo not given)	-6%&0%	·	·	·	-17%	?	·	3%	·	·
CCOc1ccc2[nH]c(C)c(CN3CCCCC3)c(=O)c2c1	11%	-24%	4%	7%	0%	-13%	0%	0%	2%	-1%
CC1CCN(CC(=O)Nc2ccccc2C(=O)NC2CC2)CC1	-14%	·	·	2%	-10%	2%	·	1%	0%	-2%
C/C(=N/N1CCN(c2ccccc2)CC1)c1cccc([N+](=O)[O-])c1	4%	18%	23%	?	1%	9%	-3%	6%	-17%	9%
COc1ccc(CCNc2oc(Cc3cccc4ccccc34)nc2C#N)cc1OC	-66%	-26%	3%	-4%	-13%	-16%	-9%	-26%	4%	-6%
O=C(CCl)Nc1ccccc1C(=O)NCc1ccccc1	-57%	-38%	-5%	-3%	?	-9%	0%	-15%	0%	-5%
COCCNC(=O)/C(C#N)=C/c1c(N2CCCCCC2)nc2c(C)cccn2c1=O	-36%	20%	?	-2%[1.84 µM]	-13%	-9%	-1%	-8%	3%	-3%
O=C(NNC(=S)NC(=O)c1cccs1)c1cccnc1	-32%	-20%	·	-3%	7%	-4%	4%	-5%	-5%	-3%
Cc1ccc(C(=O)N/C(=C\c2ccc(Cl)cc2)C(=O)NCCN2CCOCC2)cc1	-21%	-11%	4%	-2%	-5%	-1%	-10%	-1%	-2%	-7%
COc1c(O)cc2c(c1O)C(=O)CC(c1ccccc1)O2 (stereo not given)	·	0%	-12%	?	·	15%	0%	?	9.5µM*	?
CCC(Oc1ccccc1)C(=O)Nc1nnc(C)s1 (stereo not given)	6%	-23%	-6%	-11%	1%	-5%	1%	2%	7%	-1%
COc1ccc(N(CC(=O)N2CCN(C)CC2)S(=O)(=O)c2ccccc2)cc1OC	0%	-11%	-11%	-6%	-3%	18%	-2%	-1%	1%	3%
CCOc1cc(C2C3=C(CCCC3=O)NC3=C2C(=O)CCC3)ccc1OCCO	-9%	34%	9%	2%	-3%	1%	-10%	-7%	13%	2%
Cc1ccc(NCC(=O)c2ccc(C)cc2)cc1	-1%	?	-8%	29%	-30%	27%	?	?	9.5µM*	28%
COc1ccc(CN(C(=O)CCC(=O)N2CCCCC2)c2nccs2)cc1OC	0%	20%	-7%	-3%	-4%	0%	-3%	2%	-19%	2%
O=C(N[C@@H](Cc1ccccc1)C(=O)OCC(=O)N1CCOCC1)c1cccs1	0%	6%	-10%	-1%	3%	0%	8%	-5%	-2%	1%
O=C(CCNS(=O)(=O)c1cccc(Cl)c1)OCC(=O)N1CCN(C(=O)c2ccco2)CC1	-1%	·	·	-6%	-2%	-1%	·	1%	·	-1%
Cc1ccc(S(=O)(=O)N(C)C)cc1NC(=O)CCNC(=O)c1ccccc1Cl	-13%	53%	-4%	-4%	0%	-2%	-1%	-2%	4%	-4%
CCOC(=O)c1cc(CC)sc1NC(=O)c1cc(OCC)c(OCC)c(OCC)c1	1%	-6%	1%	-4%	·	-2%	6%	-2%	3%	-1%
COC(=O)[C@@H]1C2CCC(C(=O)Nc3ccccc3)(CC2)[C@@H]1C(=O)OC	-21%	9%	-7%	-10%	-2%	-5%	-7%	0%	5%	-2%
CCOC(=O)c1c(C)[nH]c(-c2csc(N)n2)c1C	-27%	11%	·	7%	-14%	4%	-2%	-10%	-9%	-22%
CCOC(=O)C1CCN(Cc2nc3ccccc3c(=O)n2-c2ccc(OCC)cc2)CC1	2%	0%	0%	-1%	·	-13%	0%	0%	-38%	0%
COc1ccc(S(=O)(=O)N2CCC(C(=O)NCCC(=O)NCc3ccccc3OC)CC2)cc1	4%	9%	-2%	3%	5%	1%	-5%	1%	3%	-6%
The listing continues.
SMILES	BRCA1 expr act	RORg inh	MBNL1 CUG block	Rab9 promoter act	uPA generation	p53 reactivator	Gal4-VP16 FLuc	ELG1 genotoxic	FLuc modulator	NPC1 prom act
O=C(NC1(C(F)(F)F)NC(=O)N(Cc2cccnc2)C1=O)c1ccncc1 (stereo not given)	-3%	9%	-8%	-2%	-3%	-3%	2%	-1%	0%	-1%
O=C(/C=C/c1ccccc1F)c1cccc([N+](=O)[O-])c1	-18%	?	23%[11.5 µM]	-4%	-12%	-26%	?	?	12µM*	-2%
O=C(OCc1ccc(COC(=O)c2cccnc2Cl)cc1)c1cccnc1Cl	-5%	28%	1%	-7%	-5%	-2%	-10%	-3%	?	-5%
CCC(C)NC(=O)c1c(F)c(F)c(F)c(F)c1F (stereo not given)	5%	4%	-11%	-8%	-4%	3%	5%	-2%	-2%	1%
O=C1c2ccccc2C(O)N1Cc1cccs1 (stereo not given)	9%	28%	2%	1%	10%	1%	7%	-1%	-1%	-7%
Cc1cccc(OCCN2C(=O)C(=O)c3cccc(C)c32)c1	5%	3%	·	-2%	-30%	-3%	-5%	0%	0%	-4%
Nc1nc(N2CCCCC2)c(C=O)c(N2CCCCC2)n1	2%	-13%	-5%	-4%	-12%	1%	6%	0%	1%	0%
CCOC(=O)C1CCCN(Cc2nc(Cc3ccccc3Cl)no2)C1 (stereo not given)	-9%	34%	6%	0%	4%	-2%	6%	0%	0%	1%
Cc1ccc(Cn2ccc(NC(=O)c3nc4ncccn4n3)n2)cc1	37%	28%	-6%	·	5%	·	27%	·	-4%	·
OCC1(Cc2ccccc2)CCCN(Cc2ccc(-c3ccco3)cc2)C1 (stereo not given)	0%	2%	-13%	-2%	0%	5%	5%	-2%	-1%	-5%
O=C(NNS(=O)(=O)c1ccc(F)cc1)c1ccc(S(=O)(=O)N2CCCCC2)cc1	-12%	-8%	-7%	3%	17%	-4%	2%	1%	3%	-2%
CCOC(=O)N1CCC(NC(=O)C(NS(=O)(=O)c2ccc3c(c2)CCN3C(C)=O)C(C)C)CC1 (stereo not given)	-7%	6%	-10%	0%	0%	0%	-8%	-1%	3%	2%
COc1ccc(S(=O)(=O)Nc2cccc(N(C)S(C)(=O)=O)c2)cc1C	-19%	?	?	-3%	-5%	-6%	-21%	-2%	-1%	0%
CC(C)N(Cc1nc(-c2ccc3c(c2)OCO3)no1)CC1CCC(=O)N1 (stereo not given)	0%	7%	-2%	-1%	-2%	-1%	2%	-1%	4%	-5%
N#Cc1c(/N=C/c2cccs2)sc2c1CCCCC2	?	-22%	17%	2µM*	-12%	?	?	0.52µM*	0.38µM*	3.5µM*
COC(=O)c1ccccc1NC(=S)NC(=O)c1ccc2ccccc2c1	-11%	?	·	1%	1%	17%	?	5%	-19%	1%
CCOc1ccc(/C=N/NC(=O)c2cc3c(OC)cc(OC)c(OC)c3[nH]2)cc1	-49%	-34%	?	-5%[1.84 µM]	?	14%	-6%	-16%	?	-6%
Cc1ccc(NC(=O)CNC(=O)c2ccc(Oc3ccccc3)cc2)nc1	-7%	·	·	-1%	-3%	12%	·	10%	-23%	2%

Molecules from the list above that have an aryl methoxy group:
SMILES	BRCA1 expr act	RORg inh	MBNL1 CUG block	Rab9 promoter act	uPA generation	p53 reactivator	Gal4-VP16 FLuc	ELG1 genotoxic	FLuc modulator	NPC1 prom act
COc1ccc(CCNc2oc(Cc3cccc4ccccc34)nc2C#N)cc1OC	-66%	-26%	3%	-4%	-13%	-16%	-9%	-26%	4%	-6%
COc1c(O)cc2c(c1O)C(=O)CC(c1ccccc1)O2 (stereo not given)	·	0%	-12%	?	·	15%	0%	?	9.5µM*	?
COc1ccc(N(CC(=O)N2CCN(C)CC2)S(=O)(=O)c2ccccc2)cc1OC	0%	-11%	-11%	-6%	-3%	18%	-2%	-1%	1%	3%
COc1ccc(CN(C(=O)CCC(=O)N2CCCCC2)c2nccs2)cc1OC	0%	20%	-7%	-3%	-4%	0%	-3%	2%	-19%	2%
COc1ccc(S(=O)(=O)N2CCC(C(=O)NCCC(=O)NCc3ccccc3OC)CC2)cc1	4%	9%	-2%	3%	5%	1%	-5%	1%	3%	-6%
COc1ccc(S(=O)(=O)Nc2cccc(N(C)S(C)(=O)=O)c2)cc1C	-19%	?	?	-3%	-5%	-6%	-21%	-2%	-1%	0%
CCOc1ccc(/C=N/NC(=O)c2cc3c(OC)cc(OC)c(OC)c3[nH]2)cc1	-49%	-34%	?	-5%[1.84 µM]	?	14%	-6%	-16%	?	-6%
